Screening results deposited in PubChem by National Center for Advancing Translational Sciences (NCATS).
D2 ag – HTS Assay for Allosteric Agonists of the Human D2 Dopamine Receptor: Primary Screen for Agonists; D(2) dopamine receptor (Homo sapiens), P14416; HEK293 T-REx D2 cells, calcium flux agonist mode; activation, % at 2 µM; actives 0.53% (n = 340,000); AID 485358, 2010;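 active = activation over 3 SD above normal in the single-dose calcium agonist read, cut at about 30% in these data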; note: 0% is about no effect
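Agonism scored from kinetic calcium signal (1 read/sec, 180 s) following compound pin transfer, after a 10 s baseline. Cells: HEK293 Trex line expressing inducible D2 receptor coupled to calcium, dye-loaded after overnight culture at 30 C.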
TrxR1 substrate – qHTS Assay for Substrates of Mammalian Selenoprotein Thioredoxin Reductase 1 (TrxR1): qHTS. purified TrxR1 substrate turnover, NADPH consumption readout. Potency, µM (titrated, usually from 114 µM), for the others: at the top dose activity change, negative = substrate turnover. actives 0.01% (n = 390,000). AID 588456, 2011; note: potency is the fitted concentration of half-maximal effect; % is set by controls: 0 for no effect and ±100 for the full control effect; nearly all actives have a fitted effect of over 50% in size
Target sequence (O89049 whole entry, looked up): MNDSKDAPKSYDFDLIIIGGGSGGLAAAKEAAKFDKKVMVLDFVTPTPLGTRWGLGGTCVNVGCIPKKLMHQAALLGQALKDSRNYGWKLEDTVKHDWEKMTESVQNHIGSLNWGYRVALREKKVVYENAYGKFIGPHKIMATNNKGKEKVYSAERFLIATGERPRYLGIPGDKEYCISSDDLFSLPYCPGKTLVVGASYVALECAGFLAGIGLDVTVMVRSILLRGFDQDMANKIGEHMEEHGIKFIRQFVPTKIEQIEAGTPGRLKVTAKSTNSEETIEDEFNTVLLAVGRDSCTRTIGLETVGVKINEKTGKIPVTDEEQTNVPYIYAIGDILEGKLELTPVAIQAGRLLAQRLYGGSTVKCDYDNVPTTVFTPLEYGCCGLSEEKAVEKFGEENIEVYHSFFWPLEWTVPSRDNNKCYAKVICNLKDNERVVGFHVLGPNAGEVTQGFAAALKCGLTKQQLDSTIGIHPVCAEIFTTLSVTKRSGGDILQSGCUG
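Rat TrxR1, dispensed at 90 nM, was prereduced with 400 uM NADPH (final) for 5 min at ~22 deg C, then incubated with compound 15 min before 400 uM selenite. A first-read NADPH fluorescence drop versus no-compound background flagged substrates.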
rTrxR1 inhibitor – qHTS Assay for Inhibitors of Mammalian Selenoprotein Thioredoxin Reductase 1 (TrxR1): qHTS; recombinant rTrxR1, NADPH fluorescence consumption, selenite substrate; actives 1% (n = 390,000); Thioredoxin reductase 1, cytoplasmic (Rattus norvegicus), O89049; Potency, µM (highest dose often 114 µM), without a hit: at the top dose activity change, negative = inhibition, usual class: inhibitors; note: potency is the fitted concentration of half-maximal effect; % is set by controls: 0 for no effect and ±100 for the full control effect; nearly all actives have a fitted effect of over 65% in size
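Rat TrxR1 (90 nM in the dispensed reagent) was pre-reduced with 400 uM NADPH for 5 min at room temperature, then incubated with compound for 15 min. After 400 uM selenite was added, NADPH fluorescence (Ex 340/Em 450 nm) was followed for 8 min.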
USP1 inh – Inhibitors of USP1/UAF1: Primary Screen. AID 743255, 2014. recombinant USP1/UAF1, Ub-Rhodamine cleavage fluorescence. actives 0.23% (n = 390,000). Potency, µM (titrated, usually from 57.1 µM), inactives show at the top dose activity change, negative = inhibition, actives largely listed as inhibitors; note: potency is the fitted concentration of half-maximal effect; % is set by controls: 0 for no effect and ±100 for the full control effect; nearly all actives have a fitted effect of over 60% in size; inactives centre near -12
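1 nM enzyme complex + cpd, 15 min RT; start with Ub-Rho 150nM final; kinetic fluorescence ex 480/em 540, 6 reads q60 s. Buffer 50mM HEPES pH 7.8, 0.5mM EDTA, 0.1 mg/ml BSA, 1mM TCEP, 0.01% Tween-20.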
D2 antagonist – HTS Assay for Allosteric Antagonists of the Human D2 Dopamine Receptor: Primary Screen for Antagonists; AID 485344, 2010; actives 2% (n = 340,000); HEK293 TREx D2 cells, calcium flux, dopamine EC80; inhibition, % at 10 µM; D(2) dopamine receptor (Homo sapiens), P14416; in the data active = inhibition above about 30%; note: 0% is about no effect
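Inhibition of EC80 dopamine-driven calcium flux, recorded kinetically, defines activity here; cells are a tetracycline-induced HEK293 T-REx line expressing force-coupled D2.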
TRHR ag – qHTS for Small Molecule Agonists and Allosteric Enhancers of Human TRH Receptor: Primary Screen for Agonists | Thyrotropin-releasing hormone receptor (Homo sapiens), P34981 | activation, % at 2 µM | TRHR cells, calcium flux fluo-8, FDSS agonist mode | actives 0.18% (n = 360,000); in the data active = activation above about 30%; note: 0% is about no effect
Target sequence (P34981 whole entry, looked up): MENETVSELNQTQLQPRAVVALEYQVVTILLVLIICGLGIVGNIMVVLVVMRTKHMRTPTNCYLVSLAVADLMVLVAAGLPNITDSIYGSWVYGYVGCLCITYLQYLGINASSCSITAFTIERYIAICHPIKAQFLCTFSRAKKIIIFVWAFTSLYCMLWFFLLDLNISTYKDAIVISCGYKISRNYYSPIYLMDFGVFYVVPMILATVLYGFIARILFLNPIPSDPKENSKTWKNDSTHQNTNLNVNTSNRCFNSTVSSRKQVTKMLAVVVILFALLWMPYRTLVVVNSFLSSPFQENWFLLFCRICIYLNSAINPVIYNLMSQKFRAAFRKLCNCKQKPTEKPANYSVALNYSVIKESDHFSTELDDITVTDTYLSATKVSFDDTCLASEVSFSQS
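TRHR-expressing cells loaded with fluo-8 calcium dye; 23 nL library compound pin-transferred, kinetic FDSS fluorescence (Ex 480/Em 530) recorded about 180 s for agonist-induced calcium release, before a 10 nM TRH EC20 addition for potentiator mode.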
IDH1 R132H inh – qHTS for Inhibitors of mutant isocitrate dehydrogenase 1 (IDH1): qHTS; AID 602179, 2012; IDH1-R132H enzyme, NADPH consumption, diaphorase/resazurin fluorescence; Isocitrate dehydrogenase [NADP] cytoplasmic (Homo sapiens), O75874; Potency, µM (titrated, usually from 76.6 µM), inactives show at the top dose activity change, negative = inhibition, hits mostly inhibitors; actives 0.093% (n = 390,000); note: potency is the fitted concentration of half-maximal effect; % is set by controls: 0 for no effect and ±100 for the full control effect; nearly all actives have a fitted effect of over 65% in size
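IDH1-R132H (0.5 ug/mL) preincubated 30 min with compound, then NADPH (0.016 mM) and alpha-KG (2 mM) added; 80 min at RT, pH 7.5. Remaining NADPH coupled via diaphorase/resazurin to fluorescence (540/590 nm); concentration-response curves normalized to no-enzyme control.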
Pin1 inh – qHTS Assay to Find Inhibitors of Pin1; actives 0.009% (n = 390,000); Peptidyl-prolyl cis-trans isomerase NIMA-interacting 1 (Homo sapiens), Q13526; Potency, µM (top dose mostly 115 µM), without a hit: at the highest dose activity, negative = inhibition, actives largely listed as inhibitors; Pin1 FP peptide displacement, HiFluor488, 10 min; active = well fitted inhibition curve with a large enough effect in the polarisation, with a control signal flat, not every such curve was filed as active; inconclusive = small, poorly fitted or top-dose-only effect, or effect the other way, or a change in a side signal; inactive = no such curve, though single readings can be large or run the other way; the % refers to the polarisation; note: potency is the fitted concentration of half-maximal effect; % is set by controls: 0 for no effect and ±100 for the full control effect
Target sequence (Q13526 whole entry, looked up): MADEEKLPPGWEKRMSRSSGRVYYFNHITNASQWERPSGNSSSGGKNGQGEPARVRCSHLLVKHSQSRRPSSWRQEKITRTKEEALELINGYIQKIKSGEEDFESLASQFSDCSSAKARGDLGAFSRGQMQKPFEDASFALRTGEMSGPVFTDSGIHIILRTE
TRHR enhancer – qHTS for Small Molecule Agonists and Allosteric Enhancers of Human TRH Receptor: Primary Screen for Enhancers; Thyrotropin-releasing hormone receptor (Homo sapiens), P34981; TRHR cells, fluo-8 calcium fluorescence, EC20 TRH enhancement; enhancement, % at 2 µM; actives 0.66% (n = 360,000); AID 493056, 2011; in the data active = enhancement above about 30%; note: 0% is about no effect
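Enhancer read-out: after compound pinning and an initial kinetic agonist-mode read, an EC20 of TRH (10 nM final) was injected and fluo-8 calcium signal (Ex 480/Em 530) followed at 1 s/cycle for 100 cycles in TRHR-expressing cells.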
Starred values were filed as active, the others as inactive; u = inconclusive; x = no result given; [ ] = remark or other dose. Unless noted, calls come from the whole dose curve; as a rule, active = well fitted inhibition curve with a large enough effect; inconclusive = small, poorly fitted or top-dose-only effect; inactive = no such curve, though single readings can be large or run the other way. The list is partial; rates above refer to the full screens.

The first two entries as a preview:
SMILES | D2 ag | TrxR1 substrate | rTrxR1 inhibitor | USP1 inh | D2 antagonist | TRHR ag | IDH1 R132H inh | Pin1 inh | TRHR enhancer
CC(=O)c1c(C)oc2ccc(NS(=O)(=O)c3ccc(C)cc3)cc12 | -2.6 | 4.6% | 11.0% | -22.8% | 11.6 | -0.6 | -5.6% | 7.5% | 4.4
O=C(CNC(=O)COc1ccccc1)NCc1ccccc1F | -0.5 | -10.9% | -13.1% | 3.5% | 3.2 | -0.6 | 2.1% | -8.0% | -6.5

The list itself, from the start:
SMILES | D2 ag | TrxR1 substrate | rTrxR1 inhibitor | USP1 inh | D2 antagonist | TRHR ag | IDH1 R132H inh | Pin1 inh | TRHR enhancer
CC(=O)c1c(C)oc2ccc(NS(=O)(=O)c3ccc(C)cc3)cc12 | -2.6 | 4.6% | 11.0% | -22.8% | 11.6 | -0.6 | -5.6% | 7.5% | 4.4
O=C(CNC(=O)COc1ccccc1)NCc1ccccc1F | -0.5 | -10.9% | -13.1% | 3.5% | 3.2 | -0.6 | 2.1% | -8.0% | -6.5
CN(C)S(=O)(=O)c1ccc2c(c1)nnn2CCNC(=O)Nc1ccc(Br)cc1 | 0.8 | 2.3%[57.1 µM] | 10.4%[57.1 µM] | -25.4% | x | 0.1 | 11.3% | 5.8% | 3.1
COc1ccccc1C(=O)Nc1cccc(C(=O)OCc2cc(=O)n3nc(C)sc3n2)c1 | 0.4 | 0.8%[57.1 µM] | 8.5%[57.1 µM] | -12.7% | x | -0.3 | 0.0% | 6.0% | 1.8
Cc1nc(NC(=O)c2cc3ccccc3o2)sc1C | -1.1 | 3.7% | 10.2% | -7.2% | 3.4 | -0.5 | 14.9% | -1.9% | -13.2
CN(C)C(=O)CCc1ccc2c3c([nH]c2c1)[C@]1(CCC2CCCC2)[C@@H](C(=O)N2CCOCC2)C[C@H](CC(=O)NCc2cccc(C(F)(F)F)c2)C(=O)N1CC3 | x | 2.6% | 2.5% | u | x | x | -25.2% | 5.3% | x
O=c1[nH]c(Cn2nnc(-c3ccccc3)n2)nc2scc(-c3ccccc3)c12 | 1.9 | 8.2%[57.1 µM] | 5.3%[57.1 µM] | 3.2% | 18.9 | -0.2 | 3.2% | 31.5%[activator] | -2.6
CC(=O)c1ccc(NC(=O)CSc2nnc(NC(=O)NC3CCCCC3)s2)cc1 | 0.9 | 10.2%[57.1 µM] | 21.5%[57.1 µM] | 9.4% | x | 0.2 | -14.6% | 21.5% | 7.3
CC1(C)CC2(CCO1)N1CC3(C)CN2CC(C)(C1)C3O (stereo unspecified) | 0.3 | 2.1% | 14.8% | -5.7% | -0.1 | 0.6 | -5.1% | 5.9% | -2.1
CN(C)C(=O)CN1C(=O)C2CCCCN2C(=O)c2ccccc21 (stereo unspecified) | 1.1 | 1.7% | 7.5% | -11.7% | -3.4 | -0.2 | 4.1% | -9.3% | 0.5
COc1cccc(-c2nnc(SCC(=O)N3CC(C)CC(C)C3)o2)c1 (stereo unspecified) | 0.4 | -8.2% | 6.0% | -7.0% | 10.2 | -0.3 | -3.8% | 0.5% | 5.3
Cc1cccc(NC(=O)c2ccc(-c3ccccc3[N+](=O)[O-])o2)c1 | -0.9 | -0.4%[57.1 µM] | u | -17.2% | -12.3 | -0.8 | -8.0% | 14.5% | -4.4
Cc1ncc(S(=O)(=O)c2ccc(Cl)cc2)c(N)n1 | x | 0.2%[57.1 µM] | 15.4%[57.1 µM] | -0.7% | x | x | 0.3% | -0.3% | x
COc1ccccc1NC(=O)N1CCN(c2ccccn2)CC1 | 36.6* | 12.7% | -5.3% | -25.2% | -30.1 | 0.6 | -0.2% | -1.1% | 3.4
CCc1ccc(-c2ccc(SCC(=O)NCC3CCCO3)nn2)cc1 (stereo unspecified) | -1.1 | 3.7%[57.1 µM] | -0.7%[57.1 µM] | -3.5% | 0.2 | 1.4 | -0.9% | -3.5% | 1.3
CN(CC(=O)Nc1ccccc1Br)C(=O)c1ccccc1-c1nc2ccccc2s1 | 0.0 | -9.7% | -15.8% | -3.4% | 19.2 | -0.2 | -0.8% | 7.7% | -4.1
CC(NC(N)=O)C(=O)NCC(=O)OCc1ccccc1 (stereo unspecified) | -1.8 | 2.2% | -11.2% | u | -8.4 | -0.2 | -5.1% | 1.0% | 0.0
COc1cccc(CNn2cn[nH]c2=S)c1OCc1ccccc1 | 0.4 | 0.9% | -11.4% | -12.6% | -4.8 | -0.5 | -3.0% | -5.7% | -2.8
COc1ccc(N(C(=O)c2ccco2)S(=O)(=O)c2ccc(F)cc2)cc1 | 1.3 | -2.5% | 7.0% | -5.7% | -6.6 | 0.8 | -1.5% | -4.0% | 2.8
CCC(C)NC(=O)c1ccc(C2SCC(=O)N2Cc2ccccc2)cc1 (stereo unspecified) | 1.2 | 6.3% | 26.2% | -12.9% | 9.2 | -0.1 | 0.3% | -1.8% | 1.3

Copied from the list:
In Pin1 inh, `CC(NC(N)=O)C(=O)NCC(=O)OCc1ccccc1` (stereo unspecified) has 1.0%
In TRHR enhancer, `COc1cccc(CNn2cn[nH]c2=S)c1OCc1ccccc1` has -2.8
In TRHR ag, `COc1cccc(-c2nnc(SCC(=O)N3CC(C)CC(C)C3)o2)c1` (stereo unspecified) has -0.3

(listing goes on)
SMILES | D2 ag | TrxR1 substrate | rTrxR1 inhibitor | USP1 inh | D2 antagonist | TRHR ag | IDH1 R132H inh | Pin1 inh | TRHR enhancer
C[C@H](CO)N1C[C@H](C)[C@@H](CN(C)C)Oc2c(NC(=O)CCCCCC(=O)Nc3ccccc3N)cccc2C1=O | x | 7.9% | 19.1% | -10.1% | x | x | -0.4% | -3.8% | x
CCCCN(C)CCCNC(=O)c1cc(Nc2ccc(OC)c(OC)c2)nc2ccccc12 | 0.3 | -4.8% | 2.6% | -7.0% | 17.6 | 1.3 | -11.1% | 1.4% | -6.2
OC(C#CCN1CCCC1)(c1ccccc1)c1cccc(F)c1 (stereo unspecified) | 0.2 | -5.3% | -8.8% | -13.8% | -3.3 | -1.1 | -1.3% | -1.2% | 6.0
Cc1c(C(=O)O)cnc2cc(-c3ccc(Cl)cc3)nn12 | -0.5 | 13.0% | 8.3% | -28.8% | -15.4 | 0.3 | 6.7% | 0.5% | -6.3
Cc1cc(C)c2c(CC(=O)NCc3ccco3)coc2c1 | -0.4 | 3.6%[57.1 µM] | -19.6% | -9.3% | 3.7 | -1.2 | 21.4% | -6.1% | -0.3
Cc1cc(=O)oc(C)c1C(=O)NNC(=O)C1(C)CC1Br (stereo unspecified) | 0.6 | 4.7%[57.1 µM] | 1.9%[57.1 µM] | -0.6% | 12.9 | 0.8 | 1.1% | -12.3% | 2.6
COc1ccccc1C1/C(=C(/O)c2ccc(Cl)cc2)C(=O)C(=O)N1CCN1CCOCC1 (stereo unspecified) | 0.5 | -4.7% | u | 2.3% | -22.2 | 0.6 | 4.3% | 1.4% | 3.5
CC(=O)CSc1nc2c(c(=O)[nH]c(=O)n2C)n1Cc1ccccc1Cl | 0.7 | -6.9% | -1.9% | -7.3% | 2.4 | 0.2 | -5.8% | 9.5% | 0.2
COc1ccc(C)cc1NS(=O)(=O)c1cnc(N)nc1 | 0.5 | 0.9%[57.1 µM] | 16.4%[57.1 µM] | -2.6% | x | -0.2 | 13.8% | -1.3% | -4.6
COc1ccc(N(C)C(=O)C2CCN(S(=O)(=O)c3cccc4nsnc34)CC2)cc1 | -1.8 | 6.1% | 27.3% | -13.4% | 1.4 | 0.7 | -9.7% | 4.5% | 5.5
Cc1nn(C)c2ncc(C(N)=O)c(Oc3ccc(Cl)cc3)c12 | 1.2 | 1.3%[57.1 µM] | 4.9%[57.1 µM] | -5.1% | -6.5 | 0.4 | 4.6% | 4.6% | 4.3
Cc1ccc(Cn2nc(C)c(C(=O)NCC(c3cccs3)N3CCOCC3)c2Cl)cc1 (stereo unspecified) | -1.3 | -3.2% | 7.6% | -22.6% | 0.2 | -1.4 | 5.5% | 7.1% | 0.2
O=C(CSc1ncn[nH]1)Nc1nsc(-c2ccccc2)n1 | x | -5.6% | -1.8% | -17.4% | x | -0.6 | 0.6% | -1.9% | 12.9
CCOC(=O)C1C(=O)NC(SC)=C(C#N)C1c1ccccc1F (stereo unspecified) | -1.0 | 1.6% | 17.9% | -11.2% | 1.7 | -0.1 | 5.9% | -7.8% | -0.1
COc1cc(CNCc2ccccc2)c(Br)cc1OC1CCCC1 | -1.2 | 10.2% | 23.3%[57.1 µM] | -18.5% | 50.9* | -0.4 | 0.1% | -1.1% | -2.1
CCOc1ccc(NC(=O)c2ccncc2)cc1 | -0.1 | 3.6% | 10.9% | -13.3% | -11.9 | -0.4 | 4.4% | 0.3% | 7.2
O=C(Cc1ccc(S(=O)(=O)N2CCOCC2)s1)N1CCN(c2ccc(C(F)(F)F)cc2[N+](=O)[O-])CC1 | 0.7 | 1.5% | 22.3% | -12.6% | -7.4 | -0.1 | 0.5% | 2.2% | 0.5
